# EPAC1 antag: antagonists of human EPAC1; EPAC1 GEF assay, Rap1b-BODIPY-GDP exchange fluorescence; Potency, µM (titrated, usually from 115 µM), without a hit: at the top dose activity change, negative = inhibition, usual class: inhibitors; 360,000 compounds, 0.14% hits; AID 720709;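 also: potency is read from the fitted curve at half-maximal effect; plate controls were vehicle for no effect and positive control for full effect; nearly all actives have a fitted effect of over 50% in size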
# CCT chaperon mod: cytosolic chaperonin activity modulation; purified chaperonin ATPase assay, HTRF ADP detection, 30 min; 360,000 compounds, 0.3% hits; activity change, % (no concentration beside the values), hits read low; in the data active = activity change below about -30%; also: % is scaled to controls: 0 for no effect and ±100 for the full control effect
#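 TRiC at 40 or 20 nM final (batch-dependent) in 30 mM Tris pH 7.4, 100 mM KCl, 5 mM MgCl2, 1 mM DTT, with compound at single 76 uM and 10 uM ATP, 30 min at 37 deg C. ADP detected by HTRF Transcreener, 665/615 ratio.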
# PI5P4K alpha inh: blocks human PI5P4K alpha kinase activity | max response, % | P48426 | PI5P4Kalpha enzyme, ADP-Glo luminescence, 60 min; stronger effect = lower value | 330,000 compounds, 1.2% hits; active = max response of -50% or lower; inconclusive = between -30% and -50%; inactive = -30% or higher; also: value at the top dose of about 77 µM; % is scaled to controls: 0 for no effect and ±100 for the full control effect
#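 Quantitative HTS of the MLSMR library against PI5P4Kalpha with substrate. ATP added last at 5 microM final; room temperature, 60 minutes. Remaining ATP depleted, ADP converted and read as luminescence.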
# EPAC1 ag: activates human EPAC1 exchange factor; O95398; EPAC1 agonist qHTS, biochemical assay; response scale: 100% = response to 6.5 mM cAMP; Potency, µM (doses to about 154 µM), without a hit: top-dose activation, hits mostly activators; 360,000 compounds, 0.073% hits; also: potency is read from the fitted curve at half-maximal effect; nearly all actives have a fitted effect of over 60% in size
#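 Nucleotide exchange assay: 100 nM EPAC1 with 250 nM Rap1B loaded with BODIPY-GDP and 50 uM GDP, room temperature. Fluorescence (480/540 nm) read every 5 min for 30 min; signal change normalized to 6.5 mM cAMP as full agonist.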
# IL-2 act: IL-2 activation; IL-2 activation reporter assay, cell-based qHTS; stimulated with anti-CD3/CD4/CD28 beads; in transgenic mouse T cells; activation, % (series mostly up to about 46 µM); 360,000 compounds, 0.065% hits; in the data active = activation above about 50%; inconclusive = mostly about 30% to 49%; also: 0% is about no effect
#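 Unstimulated transgenic mouse T cells preincubated 60 min with compound, then stimulated with anti-CD3/anti-CD4-coated beads plus anti-CD28 for 18 h at 37 degrees C. IL-2 response read as EGFP and DsRed fluorescence by plate cytometry.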
# EPAC2 ag: EPAC2 (human) agonism. Q8WZA2. EPAC2 activation, biochemical qHTS; response scale: 100% = 6.5 mM cAMP response. Potency, µM (doses to about 154 µM), for inactives: top-dose activation, actives largely listed as activators. 360,000 compounds, 0.079% hits; also: potency is read from the fitted curve at half-maximal effect; nearly all actives have a fitted effect of over 50% in size
# Target sequence (Q8WZA2 whole entry, looked up): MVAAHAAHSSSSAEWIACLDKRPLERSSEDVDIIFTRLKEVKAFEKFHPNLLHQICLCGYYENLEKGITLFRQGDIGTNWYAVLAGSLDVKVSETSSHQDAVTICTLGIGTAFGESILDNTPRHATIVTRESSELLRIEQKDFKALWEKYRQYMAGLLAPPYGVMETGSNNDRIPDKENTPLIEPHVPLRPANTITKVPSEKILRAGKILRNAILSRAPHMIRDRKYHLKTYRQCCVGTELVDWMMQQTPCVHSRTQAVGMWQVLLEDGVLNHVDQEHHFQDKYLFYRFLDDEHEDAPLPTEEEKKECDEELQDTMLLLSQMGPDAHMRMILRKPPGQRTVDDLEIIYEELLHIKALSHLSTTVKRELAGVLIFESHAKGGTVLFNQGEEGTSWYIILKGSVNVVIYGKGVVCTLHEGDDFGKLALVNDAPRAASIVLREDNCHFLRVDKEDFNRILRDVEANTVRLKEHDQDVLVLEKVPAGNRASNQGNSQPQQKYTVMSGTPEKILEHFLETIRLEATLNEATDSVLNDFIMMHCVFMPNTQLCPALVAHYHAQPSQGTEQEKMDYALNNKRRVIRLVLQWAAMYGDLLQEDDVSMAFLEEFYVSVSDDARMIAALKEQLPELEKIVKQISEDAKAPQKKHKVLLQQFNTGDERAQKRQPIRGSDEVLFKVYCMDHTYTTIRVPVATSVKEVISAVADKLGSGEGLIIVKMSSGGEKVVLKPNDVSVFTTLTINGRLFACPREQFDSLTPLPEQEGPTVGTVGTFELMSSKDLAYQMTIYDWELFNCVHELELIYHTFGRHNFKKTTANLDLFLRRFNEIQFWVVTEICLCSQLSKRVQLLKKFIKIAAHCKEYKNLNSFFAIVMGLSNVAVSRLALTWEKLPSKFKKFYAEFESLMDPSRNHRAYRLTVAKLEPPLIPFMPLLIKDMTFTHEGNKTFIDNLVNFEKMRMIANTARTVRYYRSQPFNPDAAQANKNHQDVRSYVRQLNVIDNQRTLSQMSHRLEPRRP
#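 Compounds were added across a concentration range to EPAC2 (100 nM), RAP1B-BODIPY-GDP (250 nM) and GDP (50 uM). After 5 min at room temperature, fluorescence was recorded at 5-min intervals for 30 min.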
# WRN inhibitor: blocks human WRN helicase; Q14191; WRN helicase unwinding, fluorescent forked duplex, kinetic; Potency, µM (series often up to 114 µM), for inactives: at the highest dose activity change, negative = inhibition, actives largely listed as inhibitors; 360,000 compounds, 0.46% hits; AID 651768; also: potency is read from the fitted curve at half-maximal effect; % is scaled to controls: 0 for no effect and ±100 for the full control effect; nearly all actives have a fitted effect of over 55% in size
#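 Screening of the MLSMR collection measured strand separation of a quenched forked DNA duplex (100 nM) by 20 nM WRN with 2 mM ATP, all final. Compounds were preincubated with enzyme 15 min at room temperature.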
# PLK1 PBD block: blocks phosphopeptide binding to human PLK1 polo-box domain | P53350 | Plk1 PBD binding of FITC phosphopeptide, fluorescence polarization | Potency, µM, for inactives: max response, negative = inhibition, actives largely listed as inhibitors | 360,000 compounds, 2.8% hits | AID 720504; also: potency is read from the fitted curve at half-maximal effect; series mostly up to about 57 µM; % is scaled to controls: 0 for no effect and ±100 for the full control effect; nearly all actives have a fitted effect of over 65% in size
# * hit, by the source's call; ? = inconclusive; . = not tested or not shown; [ ] = dose if it differs, or a comment. Unless noted, calls follow the shape of the dose curve; as a rule, active = well fitted curve in the direction sought with a large enough effect; inconclusive = small, poorly fitted or top-dose-only effect, or another doubt; inactive = no such curve, though single readings can be large; an effect the other way counts as inactive or inconclusive. Not all compounds are listed; rates above refer to the full screens.
# The opening three records, ahead of the listing:
1. CCCCCCN1C[C@H](O)[C@@H](n2cc(C3CC3)nn2)C[C@@H]1c1ccc(Cl)cc1
2. CCCCC(=O)N/N=C(\C)c1cccc(NC(=O)C2CC2)c1
3. Cc1ccccc1/C=N/n1c(C2CCCCC2)n[nH]c1=S
Screen / compound no.,1,2,3
PLK1 PBD block,0%,-7%,-9%
EPAC2 ag,5%,3%,-7%
EPAC1 ag,-3%,-1%,-1%
CCT chaperon mod,0.6,-4.7,-1.8
WRN inhibitor,-5%,-27%,-9%
IL-2 act,1.3,-4.7,-3.7
PI5P4K alpha inh,0,-5,-1
EPAC1 antag,15%,-3%,0%

# Main list, repeating the preview:
1. CCCCCCN1C[C@H](O)[C@@H](n2cc(C3CC3)nn2)C[C@@H]1c1ccc(Cl)cc1
2. CCCCC(=O)N/N=C(\C)c1cccc(NC(=O)C2CC2)c1
3. Cc1ccccc1/C=N/n1c(C2CCCCC2)n[nH]c1=S
4. CC(NC(=O)c1ccc(Cl)s1)C1CCCO1 (stereo not drawn)
5. O=C(NCCCC1CCCC1)C1CCC(=O)N(Cc2cccc(F)c2)C1 (stereo not drawn)
6. CCOC(=O)N1CCC(NC(=O)C(CC(C)C)NC(=O)C2CCC(C)CC2)CC1 (stereo not drawn)
7. COc1ccc(C(CC(=O)N2CCN(c3ccccc3)CC2)c2c(OC)cc(OC)c3ccc(=O)oc23)cc1 (stereo not drawn)
8. COCCCNC(=S)NNC(=S)Nc1cccc(Cl)c1
Screen / compound no.,1,2,3,4,5,6,7,8
PLK1 PBD block,0%,-7%,-9%,0%,-1%,-5%,-8%,-29%
EPAC2 ag,5%,3%,-7%,7%,3%,-4%,11%,3%
EPAC1 ag,-3%,-1%,-1%,4%,-24%,-2%,11%,4%
CCT chaperon mod,0.6,-4.7,-1.8,0.5,-1.2,-1.3,-1.5,-2.8
WRN inhibitor,-5%,-27%,-9%,-2%,-3%,7%,2%,-3%
IL-2 act,1.3,-4.7,-3.7,-0.9,-2.9,-0.6,-0.8,1.2
PI5P4K alpha inh,0,-5,-1,.,1,.,1,-22
EPAC1 antag,15%,-3%,0%,14%,11%,-3%,5%,2%

9. COc1ccccc1NC(=O)c1ccccc1NS(C)(=O)=O
10. CC1CN(C(=O)Nc2ccc3snnc3c2)c2ccccc21 (stereo not drawn)
11. Cc1ccc(CN2CCC(CNC(=O)Nc3ccccc3F)CC2)cc1
12. COCCC(=O)NC1CCCc2c1cnn2-c1cccc(C)c1C (stereo not drawn)
13. CCCCNC(=O)c1nc(-c2ccc(C(F)(F)F)cc2)oc1-c1ccccc1
14. COc1ccc(C2(c3ccc(OC)cc3)NC(=O)N(CC(=O)N(C)C3CCC(C)CC3)C2=O)cc1 (stereo not drawn)
15. Cc1cccc(NC(=O)CSc2nnc(NC(=O)CN3CCOCC3)s2)c1
16. Cc1cccc(/C(N)=N/OC(=O)Cc2cccc3ccccc23)c1
Screen / compound no.,9,10,11,12,13,14,15,16
PLK1 PBD block,-7%,-16%,-1%,-11%,-8%,-3%,-7%,-25%
EPAC2 ag,6%,11%,6%,-3%,15%,7%,3%,0%
EPAC1 ag,-6%,5%,9%,13%,6%,14%,9%,21%
CCT chaperon mod,-0.9,-1.5,0.8,-1.8,.,-2.6,0.9,-3.4
WRN inhibitor,11%,-6%,1%,3%,3%,-2%,-2%,-34%[57.1 µM]
IL-2 act,0.2,-2.3,-0.7,0.7,-0.5,-0.6,0.5,-2.3
PI5P4K alpha inh,-5,8,5,3,6,-1,-5,10
EPAC1 antag,2%,-23%,-1%,17%,-3%,-12%,-7%,?

17. N#C/C(=C\c1c(N2CCC(C(N)=O)CC2)nc2ccccn2c1=O)C(=O)NCc1ccco1
18. COC(=O)c1sc2ccc(C)cc2c1C(=O)OC
19. O=C(CCC(NC(=O)OCc1ccccc1)C(=O)O)OCc1ccccc1 (stereo not drawn)
20. COc1ccc(CC(=O)NCC(C)(C)N2CCOCC2)cc1
21. C=C1SC(=Nc2c(C)cc(C)cc2C)N(C(=O)c2sc3ccccc3c2Cl)C12CCCCC2
22. CC(=O)Nc1cccc(-c2ccnc3c2CC(C(=O)NCCN(C)C)O3)c1 (stereo not drawn)
23. O=S(=O)(Nc1cccc(-c2nc3cccnc3s2)c1)c1ccc2c(c1)OCCO2
24. COc1ccc(NC2CCCN(C(=O)c3ccncc3)C2)cc1 (stereo not drawn)
Screen / compound no.,17,18,19,20,21,22,23,24
PLK1 PBD block,-1%,-9%,-1%,0%,-4%,-10%,7%,-16%
EPAC2 ag,-4%,11%,-1%,4%,-3%,13%,11%,13%
EPAC1 ag,-8%,-2%,2%,4%,-1%,-2%,-2%,-1%
CCT chaperon mod,-1.9,2.8,0.0,0.3,0.0,0.4,1.2,-1.1
WRN inhibitor,?,-13%,-3%[57.1 µM],-3%,-6%,0%,-11%,3%
IL-2 act,0.4,-0.4,-1.1,2.9,1.0,-0.6,-2.7,1.0
PI5P4K alpha inh,-1,1,2,-7,6,0,1,5
EPAC1 antag,9%,-20%,-1%,-5%,4%,-12%,8%,-30%

25. COc1ccc(Cl)cc1NC(=O)CN(C)C(=O)Cc1ccsc1
26. Cc1cnc(NC(=O)c2ccc3c(c2)C(=O)N(Cc2cccnc2)C3=O)s1
27. CC(=NNC(=O)c1cccc(S(=O)(=O)N2CCCC2)c1)c1ccccc1
28. COc1cc(C(=O)NC(C)c2cccc3ccccc23)cc(OC)c1OC (stereo not drawn)
29. CCOc1ccc(-c2nnc3ccc(SCC(=O)N4CCN(c5ccccc5)CC4)nn23)cc1
30. COc1ccc(NC(=O)C(=O)NNC(=O)c2ccc(Cl)cc2Cl)cc1
31. CCc1noc(C)c1C(=O)OCC(=O)NC(=O)c1ccccc1OC
32. CCC1(c2ccc(Cl)cc2)NC(=S)N(c2ccc(C)cc2)N1 (stereo not drawn)
Screen / compound no.,25,26,27,28,29,30,31,32
PLK1 PBD block,1%,-6%,0%,5%,0%,0%,-11%,-11%
EPAC2 ag,-6%,-4%,1%,11%,-5%,-2%,10%,-12%
EPAC1 ag,2%,3%,7%,12%,-8%,-4%,-2%,1%
CCT chaperon mod,-0.6,3.2,-2.0,-1.8,3.2,0.1,-1.7,-1.5
WRN inhibitor,1%,-18%,4%,4%,-4%,-5%,1%,?
IL-2 act,-2.0,-0.9,-6.0,0.0,-0.7,-0.9,-1.9,-3.9
PI5P4K alpha inh,3,2,-1,4,5,5,-1,-10
EPAC1 antag,-2%,18%,11%,-15%,13%,-1%,-9%,-20%

33. Cc1ccsc1C(=O)Nc1cc(Cl)ccc1-n1cncn1
34. O=C(NCC1CCCO1)c1cc(-c2ccc(Cl)cc2Cl)on1 (stereo not drawn)
35. CCN1CC=C2C(C#N)=C(N)C(C#N)(C#N)C(CCc3ccccc3)C2C1 (stereo not drawn)
36. CC(Sc1nnc(NC2CC2)s1)C(=O)Nc1ccc(N2CCOCC2)cc1 (stereo not drawn)
37. COc1ccc(C(=O)NCCc2nnc3ccc(SCC(=O)N4CCCC4)nn23)cc1
38. Cn1nnnc1SCC(=O)Nc1cc(C(F)(F)F)ccc1N1CCOCC1
39. COc1ccccc1C(=O)Nc1ccnn1C1CCN(C2CCCCC2)CC1
40. CC(C)(NC(=O)NC(CO)c1ccccc1)c1cccc(C(C)(C)NC(=O)NC(CO)c2ccccc2)c1 (stereo not drawn)
Screen / compound no.,33,34,35,36,37,38,39,40
PLK1 PBD block,0%,1%,?,-1%,4%,-12%,-13%,-7%
EPAC2 ag,2%,-3%,50µM*,3%,-2%,9%,6%,3%
EPAC1 ag,7%,-6%,100µM*,-8%,-4%,5%,1%,9%
CCT chaperon mod,3.2,-2.3,-4.4,0.1,-1.5,-1.5,1.8,0.1
WRN inhibitor,-7%,0%,-1%,6%,9%,5%,-2%,-6%
IL-2 act,-3.0,-0.7,0.7,-0.4,-1.1,-3.0,-0.5,-1.7
PI5P4K alpha inh,-3,3,.,-4,-4,0,5,-1
EPAC1 antag,6%,-14%,?,4%,-2%,5%,-8%,-6%

41. CC1CCCN(CCCNC(=O)CN2C(=O)CSc3ccc(S(=O)(=O)N4CCOCC4)cc32)C1 (stereo not drawn)
42. CC(=O)c1ccc(S(=O)(=O)Nc2cccc(-c3ccc4nncn4n3)c2)cc1
43. O=C(CNC(=O)c1cn2ccccc2n1)Nc1ccc(F)c(F)c1
44. COc1ccccc1NC(=O)N1CCCC1C(=O)NCc1ccc(F)cc1 (stereo not drawn)
45. COc1ccc(OC)c(N=c2oc3c(OC)cccc3cc2C(=O)NCc2ccco2)c1
46. Cc1ccc(CCNC(=O)c2sc3nc4n(c(=O)c3c2C)CCC4)cc1
47. Cc1ccc(Cc2c(-c3ccco3)nc3ccc(Cl)cn23)cc1
48. O=C(Nc1nc(-c2ccccc2)cs1)c1cccc([N+](=O)[O-])c1C(=O)O
Screen / compound no.,41,42,43,44,45,46,47,48
PLK1 PBD block,-19%,-13%,-4%,-12%,0%,11µM*,21µM*,-15%
EPAC2 ag,0%,5%,-9%,4%,9%,-4%,4%,1%
EPAC1 ag,2%,3%,9%,25%,0%,2%,-25%,-5%
CCT chaperon mod,-7.6,0.9,-0.9,0.8,-3.2,2.5,-1.4,-1.3
WRN inhibitor,8%,?,4%,-1%,-7%,-3%,-28%,-3%
IL-2 act,-1.5,-0.9,-3.6,1.4,-0.3,0.1,-1.0,-1.0
PI5P4K alpha inh,1,6,4,0,0,-7,-54*,-1
EPAC1 antag,12%,-5%,-20%,-23%,2%,8%,?,-11%

49. CCOc1ccc(OCCC(=O)N(CCC2=CCCCC2)c2c(N)n(Cc3ccccc3)c(=O)[nH]c2=O)cc1
50. CC(C(=O)Nc1ccccc1F)N1C(=O)c2ccccc2C1=O (stereo not drawn)
51. CCOc1ccc(-c2ncncc2-c2ccc(OC)c(OC)c2)c(O)c1
52. CSCc1ccc(C(=O)N2CCC(CCC(=O)N(C)Cc3ccccc3)CC2)o1
53. C/C=C/C(=O)N1c2ccccc2C(C)=CC1(C)C
54. O=C(CCc1ccccc1)NC1(Cc2ccccc2)CCN(CCCc2ccccc2)C1=O (stereo not drawn)
Screen / compound no.,49,50,51,52,53,54
PLK1 PBD block,-8%,-18%,0%,-14%,-4%,2%
EPAC2 ag,1%,-4%,11%,1%,-4%,6%
EPAC1 ag,-11%,3%,7%,-19%,6%,13%
CCT chaperon mod,-2.3,-0.2,-0.1,1.2,-2.2,0.7
WRN inhibitor,-1%,5%,-2%,-1%,7%,-13%
IL-2 act,-6.4,-0.6,-2.2,-2.2,0.2,0.2
PI5P4K alpha inh,4,-6,4,0,3,9
EPAC1 antag,-6%,1%,-2%,2%,2%,-18%

# High-throughput results (PubChem BioAssay)
